Screening results as filed in PubChem.
Mdm2-MdmX inh: human Mdm2/MdmX binding inhibition. 330,000 compounds, 3% hits. O15151+Q00987. SaOS-2 split-luciferase Mdm2/MdmX complementation, luminescence. inhibition, % at 8 µM;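 active = inhibition of at least 50% at 8 µM in the primary screen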
Target sequence (O15151 whole entry, looked up): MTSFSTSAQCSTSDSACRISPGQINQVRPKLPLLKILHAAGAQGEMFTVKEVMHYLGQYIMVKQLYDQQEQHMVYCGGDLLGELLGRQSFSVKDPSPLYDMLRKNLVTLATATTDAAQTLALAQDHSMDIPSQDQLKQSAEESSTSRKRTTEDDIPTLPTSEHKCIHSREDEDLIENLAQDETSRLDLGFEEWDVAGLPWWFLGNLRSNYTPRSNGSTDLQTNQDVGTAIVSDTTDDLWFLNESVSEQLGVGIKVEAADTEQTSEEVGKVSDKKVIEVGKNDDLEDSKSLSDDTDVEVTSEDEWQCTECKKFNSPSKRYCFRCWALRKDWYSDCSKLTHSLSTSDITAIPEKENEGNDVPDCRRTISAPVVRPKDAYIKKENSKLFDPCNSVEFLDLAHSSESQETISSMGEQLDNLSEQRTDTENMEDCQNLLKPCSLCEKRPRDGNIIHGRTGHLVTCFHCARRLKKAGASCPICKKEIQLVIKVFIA
Target sequence (Q00987 whole entry, looked up): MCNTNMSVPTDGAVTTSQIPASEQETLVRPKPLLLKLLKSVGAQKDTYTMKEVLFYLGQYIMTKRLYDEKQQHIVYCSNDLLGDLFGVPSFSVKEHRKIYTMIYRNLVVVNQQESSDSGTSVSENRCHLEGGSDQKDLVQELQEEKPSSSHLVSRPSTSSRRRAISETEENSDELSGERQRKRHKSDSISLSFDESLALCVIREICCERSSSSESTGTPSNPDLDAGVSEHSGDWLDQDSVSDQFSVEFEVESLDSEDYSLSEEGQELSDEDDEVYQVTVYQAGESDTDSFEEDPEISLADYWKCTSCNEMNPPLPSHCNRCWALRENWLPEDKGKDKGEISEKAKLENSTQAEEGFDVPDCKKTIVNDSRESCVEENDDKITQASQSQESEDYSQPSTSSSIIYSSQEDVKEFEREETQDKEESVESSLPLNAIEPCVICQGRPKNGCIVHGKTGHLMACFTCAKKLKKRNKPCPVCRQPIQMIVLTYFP
tim10-1 inh: tim10-1 yeast growth inhibition. S. cerevisiae tim10-1 ts strain growth, BacTiter-Glo, 24 h. inhibition, % at 20 µM. 330,000 compounds, 2.2% hits;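 active = inhibition of at least 40%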;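 note: mutant grown at 25 °C; 0% = DMSO wells with yeast and 100% = wells holding no yeast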
APJ ag: activates the human apelin receptor APJ; P35414; CHO-K1 APJ PathHunter beta-arrestin, luminescence; 0% DMSO wells, 100% apelin; activation, % at 20 µM; 330,000 compounds, 0.11% hits;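 active = activation more than six SD over the plate average, tested at 20 µM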;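 note: 0% = DMSO alone and 100% = apelin-13 at 10 nM; some results filed as inactive read as strong as hits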
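system = engineered CHO-K1 APJ arrestin reporter cells | input = 1000 cells per well | timing = overnight seeding, 90 min compound at 25 °C, 1 h detection | measured by = enzyme-fragment complementation luminescence | read-out = beta-arrestin recruitment to APJ as agonist activity, luminescent signal | control set = negative DMSO alone, positive Apelin-13 at 10 nM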
tim23-1 inh: growth inhibitors of tim23-1 mutant yeast; inhibition, % at 20 µM; 330,000 compounds, 1.3% hits; AID 463212; S. cerevisiae tim23-1 growth, BacTiter-Glo luminescence, 24 h;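 active = growth inhibition of the mutant yeast at or above 50%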;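 note: temperature-sensitive mutant grown at 25 °C; plate controls were DMSO-treated mutant yeast for no effect and medium wells lacking yeast for full effect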
APJ antagonist: antagonists of human APJ apelin receptor; P35414; AID 2521; CHO-K1 APJ beta-arrestin complementation, luminescence; inhibition, % at 20 µM; 330,000 compounds, 0.32% hits;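 active = inhibition above about 40% at 20 µM, limit read from the data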;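 note: cells challenged with 10 nM apelin-13 agonist together with compound; plate controls were apelin-13 plus DMSO wells for no effect and DMSO wells lacking apelin-13 for full effect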
TIM10 inh: inhibits growth of TIM10 yeast strain. 330,000 compounds, 1.4% hits. inhibition, % at 10 µM. S. cerevisiae TIM10 strain growth, BacTiter-Glo luminescence, 24 h;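 active = inhibition of 40% or more at the single tested concentration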;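 note: wild-type TIM10 isogenic control strain grown at permissive 25 °C; 0% = DMSO yeast wells and 100% = minimal medium wells without yeast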
CXCR6 inh: inhibitors of human CXCR6 receptor. inhibition, % at 20 µM. CHO-K1 PathHunter CXCR6 beta-arrestin, luminescence. O00574. 360,000 compounds, 0.36% hits; in the data active = inhibition above about 34%, passing the limit was not always enough;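 note: antagonist mode with CXCL16 agonist at 10 nM final; 0% = 10 nM CXCL16 with DMSO and 100% = unstimulated wells without agonist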
CHOP UPR activ: activators of apoptotic arm of unfolded protein response (CHOP) | 330,000 compounds, 0.34% hits | CHO-CHOP luciferase reporter, UPR activation, luminescence; percent of tunicamycin response over DMSO baseline | activation, % at 10 µM | AID 449763;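 active = at 10 µM dose, activation of 40% or more, normalized to positive control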;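 note: 100% = tunicamycin at 10 µg/mL and 0% = DMSO alone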
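assay system = CHO CHOP reporter cells | amount = 500 CHO-CHOP cells per well | buffer or medium = F12 with 10% FBS | incubation = 16-18 h cell attachment, then 6 h compound exposure, 37 °C | detection = luminescence read with Steady-Glo | read-out = percent activation relative to tunicamycin control | controls = tunicamycin high control, DMSO low control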
XBP1 UPR activ: adaptive UPR (XBP1) activation. CHO-XBP1 luciferase reporter, IRE1-XBP1 UPR activation, luminescence; percent of tunicamycin response, DMSO as zero. activation, % at 20 µM. 330,000 compounds, 0.33% hits. AID 463104;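 active = versus positive control, 20 µM dose yields 30% or more activation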;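 note: 100% = tunicamycin at 10 µg/mL and 0% = DMSO only wells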
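Signal: luciferase luminescence; Assay system: CHO-XBP1 luciferase reporter cells; Amount: one thousand reporter cells per well; Dosing: 20 µM single concentration, DMSO 1%; Benchmarks: high control tunicamycin 10 µg/mL final, low control DMSO vehicle only; Schedule: 6 h compound exposure at 37 °C, 5% CO2; Evaluation: percent activation relative to tunicamycin reference.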
* = called active by the depositor; . = not tested or not shown.

#1 Cn1cccc1Cc1nnc(SCC(=O)Nc2cccc(Cl)c2)n1-c1ccc(F)cc1
#2 Cc1c(NC(=S)N/N=C\c2ccccc2O)c(=O)n(-c2ccccc2)n1C
#3 COC(=O)C(NC(=O)CCc1c(C)nc2ncnn2c1C)C(C)C (stereo unspecified)
#4 Clc1ccc(Cc2ccc(Cl)nn2)c(Cl)c1
#5 Cc1cccc(NC(=S)NNC(=O)c2ccc(Br)o2)c1
#6 COc1cc(C)nc(N2CCC(C(=O)NC3CCCCC3)CC2)n1
Compound,1,2,3,4,5,6
Mdm2-MdmX inh,15,9,3,8,-14,7
tim10-1 inh,16,-6,5,-1,26,31
APJ ag,-2,-5,-2,-1,-5,-1
tim23-1 inh,27,10,-1,0,12,22
APJ antagonist,23,15,10,22,15,0
TIM10 inh,-2,11,4,-14,28,21
CXCR6 inh,4,1,-10,-4,3,5
CHOP UPR activ,-0.3,1.0,-0.6,-0.9,0.4,-1.5
XBP1 UPR activ,-1,-2,0,1,2,-2

#7 CCCNC(=O)COc1coc(CN2CCN(c3ccccc3)CC2)cc1=O
#8 Cc1cccc(OCC(O)Cn2ccnc2C)c1 (stereo unspecified)
#9 COc1ccc2cc(C)c(SCC(=O)Nc3cc(C)on3)nc2c1
#10 Nc1c([N+](=O)[O-])c(=O)sc2ccccc12
#11 Cc1ccc2c(c1)nnn2C1CCN(S(=O)(=O)c2cccc(S(=O)(=O)N(C)C)c2)CC1
#12 Cc1cc(C)cc(OCC(=O)Nc2cc(NC(=O)COc3cc(C)cc(C)c3)cc(C(=O)O)c2)c1
Compound,7,8,9,10,11,12
Mdm2-MdmX inh,-1,29,50,4,18,5
tim10-1 inh,13,6,7,13,17,12
APJ ag,4,0,7,0,14,0
tim23-1 inh,-1,9,7,2,23,2
APJ antagonist,13,-2,10,9,8,0
TIM10 inh,11,-6,0,6,6,6
CXCR6 inh,-3,-4,2,2,-10,-2
CHOP UPR activ,-0.1,-0.9,13,0.3,2.8,0.2
XBP1 UPR activ,-3,4,23,-4,-1,-6

#13 COc1cc(C(=O)NCC(=O)N2CCN(S(=O)(=O)c3ccccc3)CC2)cc(OC)c1OC
#14 COC(CNc1nc(SC)nc2sc3c(c12)CCN(C)C3)OC
#15 CC(=O)c1c(C)[nH]c(C(=O)COC(=O)COc2ccccc2)c1C
#16 Cc1cc(C)cc(N2CN=c3s/c(=C\c4ccco4)c(=O)n3C2)c1
#17 Cc1cc(C)c(C(=O)NCC2CCCO2)c(C)c1C(=O)NCC1CCCO1 (stereo unspecified)
#18 CCCOc1ccc(CN(CCO)CCO)cc1[N+](=O)[O-]
Compound,13,14,15,16,17,18
Mdm2-MdmX inh,12,30,4,-6,12,-1
tim10-1 inh,10,15,4,19,-9,18
APJ ag,-5,-2,-2,-1,-1,-3
tim23-1 inh,-2,10,16,2,0,18
APJ antagonist,-8,15,-3,9,5,-17
TIM10 inh,11,7,1,-15,9,-1
CXCR6 inh,2,3,-4,2,-3,5
CHOP UPR activ,-1.2,0.6,1.2,2.0,-0.7,2.0
XBP1 UPR activ,3,3,-1,-2,-3,2

#19 CCN(CC(=O)Nc1ccc(NC(C)=O)cc1)C(=O)c1cc2ccccc2oc1=O
#20 Cc1ccc(C(=O)C2=C(O)C(=O)N(CCCn3ccnc3)C2c2ccc(OC(C)C)cc2)o1 (stereo unspecified)
#21 Cc1c(C(=O)Nc2ccc(C(=O)Nc3ccccc3)cc2)cccc1[N+](=O)[O-]
#22 COc1ccccc1NC(=O)CC(=O)CSc1nnc(-c2ccc(C)cc2)n1C
#23 Cc1c(C(=O)OCC(=O)N2CCC(C)CC2)oc2ccccc12
#24 COc1ccc(C)cc1S(=O)(=O)N1CCc2ccccc2C1
Compound,19,20,21,22,23,24
Mdm2-MdmX inh,-15,-13,42,-1,11,10
tim10-1 inh,15,-7,-15,37,21,-22
APJ ag,-2,2,-4,-2,-3,-3
tim23-1 inh,7,13,-2,21,54*,8
APJ antagonist,12,-1,3,4,15,19
TIM10 inh,0,-5,6,19,35,-18
CXCR6 inh,-1,-3,-5,-6,-6,-5
CHOP UPR activ,-0.1,1.2,3.6,0.5,3.1,1.2
XBP1 UPR activ,-1,-4,0,0,2,-3

#25 COc1ccc2c(c1OC)CN(C)CCc1cc3c(cc1C(O)C2)OCO3 (stereo unspecified)
#26 CN(Cc1ccccc1F)C(=O)CN1CCN(S(=O)(=O)c2ccc3c(c2)OCCCO3)CC1
#27 COc1cccc(NC(=O)Cn2c3ccccc3c3nc4n(c(=O)c32)CCCS4)c1
#28 COc1cc(C2C(C(=O)N3CCOCC3)=C(C)NC3=C2C(=O)CCC3)ccc1OC(C)=O (stereo unspecified)
#29 COc1ccc2c(c1)-c1c(sn(-c3ccc(OC)c(OC)c3)c1=S)C(C)(C)N2
#30 COc1ccc(S(=O)(=O)Nc2cccc3c2O[C@H](CN(C)CC2CCCCC2)[C@@H](C)CN([C@H](C)CO)C3=O)cc1
Compound,25,26,27,28,29,30
Mdm2-MdmX inh,18,18,14,0,55*,17
tim10-1 inh,4,16,17,-5,-4,9
APJ ag,-1,-4,0,1,-6,-4
tim23-1 inh,-7,28,16,-15,-40,21
APJ antagonist,-5,2,6,15,5,0
TIM10 inh,-23,10,15,-1,-6,-1
CXCR6 inh,-5,-12,0,1,6,-5
CHOP UPR activ,3.1,-1.2,0.3,-0.2,2.9,-1.7
XBP1 UPR activ,-4,-4,-7,0,3,-1

#31 CC(=O)Nc1ccc(S(=O)(=O)NCCC(=O)N2CCc3ccccc32)cc1
#32 CCCn1nnnc1-c1cccc(Cl)c1
#33 COC(=O)c1ccc(NC(=O)CCC(=O)c2ccc(F)cc2)cc1
#34 O=C(C[C@H]1C[C@H](C(=O)N2CCOCC2)[C@@]2(CCC3CCCC3)c3[nH]c4ccc(Cl)cc4c3CCN2C1=O)NCCc1ccccn1
#35 CC(=C/c1ccccc1)/C=N/N1CCN(Cc2ccc(C)cc2)CC1
#36 Cc1nc2sc(-c3ccccc3)cc2c(=O)[nH]1
Compound,31,32,33,34,35,36
Mdm2-MdmX inh,11,9,-10,43,23,-18
tim10-1 inh,-3,-3,-15,8,-46,9
APJ ag,2,-6,-1,.,3,1
tim23-1 inh,6,10,3,28,8,10
APJ antagonist,-20,9,13,.,3,21
TIM10 inh,-6,-6,-1,2,4,15
CXCR6 inh,10,-3,-2,-1,4,-4
CHOP UPR activ,-2.1,-1.9,-1.4,4.6,0.3,-4.0
XBP1 UPR activ,-2,-1,-1,1,-3,-8

From no. 33 as far as 36, copied from above:
#33 COC(=O)c1ccc(NC(=O)CCC(=O)c2ccc(F)cc2)cc1
#34 O=C(C[C@H]1C[C@H](C(=O)N2CCOCC2)[C@@]2(CCC3CCCC3)c3[nH]c4ccc(Cl)cc4c3CCN2C1=O)NCCc1ccccn1
#35 CC(=C/c1ccccc1)/C=N/N1CCN(Cc2ccc(C)cc2)CC1
#36 Cc1nc2sc(-c3ccccc3)cc2c(=O)[nH]1
Compound,33,34,35,36
Mdm2-MdmX inh,-10,43,23,-18
tim10-1 inh,-15,8,-46,9
APJ ag,-1,.,3,1
tim23-1 inh,3,28,8,10
APJ antagonist,13,.,3,21
TIM10 inh,-1,2,4,15
CXCR6 inh,-2,-1,4,-4
CHOP UPR activ,-1.4,4.6,0.3,-4.0
XBP1 UPR activ,-1,1,-3,-8

The list goes on:
#37 CC1CCCC(C)N1/N=C/c1ccc(N(C)C)cc1 (stereo unspecified)
#38 Cc1c(Cl)cnc(NC(=O)COC(=O)C2CC3CCCC(C2)C3=O)c1Cl (stereo unspecified)
#39 Cc1ccc(C(=O)N/N=C/c2ccc(-c3ccccc3[N+](=O)[O-])o2)cn1
#40 COc1ccc(S(=O)(=O)Nc2cc(Cl)ccc2-n2cncn2)cc1
#41 CC(C)CC1C2C(=O)N(c3ccccc3)C(=O)C2ON1c1ccccc1 (stereo unspecified)
#42 CC(C)(C)c1ccc(S(=O)(=O)NCC(=O)Nc2sc3c(c2C(N)=O)CCCC3)cc1
Compound,37,38,39,40,41,42
Mdm2-MdmX inh,4,-19,10,9,20,11
tim10-1 inh,-14,5,-4,10,18,-6
APJ ag,-2,-4,4,-3,-7,-4
tim23-1 inh,15,0,45,9,20,-5
APJ antagonist,10,11,-53,-6,8,4
TIM10 inh,-5,6,5,6,22,-8
CXCR6 inh,2,5,-5,2,-4,-6
CHOP UPR activ,1.6,-0.5,6.2,-2.4,0.9,1.5
XBP1 UPR activ,1,-1,0,-1,1,-1

#43 COc1ccc(C(=S)N2CCN(C)CC2)cc1Br
#44 COc1ccc(CCNC(=O)CSc2nnnn2-c2ccccc2OC)cc1OC
#45 Cc1ccccc1C(=O)Oc1ccc(Cl)cc1C(=S)N1CCOCC1
#46 Cc1ccnc(NC(=O)CSc2ccc3c(c2)OCCO3)c1
#47 Cc1cnn(CCC(=O)NNC(=S)Nc2ccccc2)c1
#48 O=c1c2ccc([N+](=O)[O-])c3cccc(c32)c2nc3ccccc3n12
Compound,43,44,45,46,47,48
Mdm2-MdmX inh,7,10,6,13,5,-1
tim10-1 inh,-10,5,38,31,4,-21
APJ ag,-2,-2,-6,-3,-5,8
tim23-1 inh,4,4,37,30,0,-1
APJ antagonist,-7,1,-2,14,6,-64
TIM10 inh,-16,-5,4,12,3,-15
CXCR6 inh,3,2,3,1,-7,.
CHOP UPR activ,-0.6,0.3,-1.0,1.0,-2.0,-2.8
XBP1 UPR activ,4,0,-4,-1,-1,-4

#49 COc1ccc(C(=O)N2CCOC2CNC(=O)C(=O)NCCc2ccc(OC)c(OC)c2)cc1 (stereo unspecified)
#50 CN(C)C(=O)c1cc(C(=O)c2ccc(F)cc2Cl)c[nH]1
#51 Fc1ccccc1NC(=S)Nc1ccc(Br)cc1
#52 COc1ccccc1C(CC(=O)O)c1ccc2c(c1)OCO2 (stereo unspecified)
#53 CSC1=NCCN1C(=O)C(C)Oc1ccccc1 (stereo unspecified)
#54 COc1ccccc1C(=O)N1C(CC(=O)Nc2ccc(C)c(C)c2)C(=O)NC2CCCCC21 (stereo unspecified)
Compound,49,50,51,52,53,54
Mdm2-MdmX inh,2,-4,-9,-8,9,5
tim10-1 inh,-12,-33,36,-3,-19,-2
APJ ag,-2,-1,1,-2,-5,3
tim23-1 inh,5,-20,37,4,-14,0
APJ antagonist,-10,-8,1,-4,-36,18
TIM10 inh,-12,5,34,3,-5,13
CXCR6 inh,0,-2,1,2,0,-14
CHOP UPR activ,1.5,5.0,3.3,2.6,-1.2,-1.0
XBP1 UPR activ,-5,-1,3,-6,2,-4

Entries listed above shown as hits in Mdm2-MdmX inh.
nr	compound	Mdm2-MdmX inh	APJ antagonist	TIM10 inh	CXCR6 inh	XBP1 UPR activ
29	COc1ccc2c(c1)-c1c(sn(-c3ccc(OC)c(OC)c3)c1=S)C(C)(C)N2	55*	5	-6	6	3

A portion of the library; rates above refer to the full screens.
